High-throughput results: PubChem BioAssay, National Center for Advancing Translational Sciences (NCATS)
ATXN2 expr inh = ATXN2 expression inhibition; HEK-293 ATXN2-luciferase reporter, luminescence, 24 h; Potency, µM (highest dose often 57 µM), for inactives: at the top dose activity change, negative = inhibition, hits mostly inhibitors; 360,000 compounds, 0.72% hits; AID 1745845; also: potency is read from the fitted curve at half-maximal effect; % is scaled to controls: 0 for no effect and ±100 for the full control effect; nearly all actives have a fitted effect of over 55% in size
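ATXN2-luciferase reporter cells (luciferase flanked by upstream and downstream ATXN2 gene portions) were treated 24 h at 37 °C with compounds at up to 57 uM. SteadyGlo luminescence gave expression; GF-AFC fluorescence gave viability.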
HepG2 tox = counter-screen for TGF-b inhibitors: cytotoxicity in HepG2 cells | Potency, µM (highest dose often 46.1 µM), for the others: at the top dose activity change, negative = cytotoxicity, actives largely listed as cytotoxic | HepG2 CAGA-GFP viability, ATP luminescence, 18 h | 410,000 compounds, 0.76% hits; also: potency is read from the fitted curve at half-maximal effect; some results filed as inactive show a strong effect at the top dose
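HepG2 CAGA-GFP cells (1000/well, DMEM with 1% FBS) received compound, then TGF-beta at 500 pg/mL final, and were incubated 18 hours at 37 degrees C. Viability was read by CellTiter-Glo luminescence. Media-only wells were set as complete cell-killing and DMSO as no toxicity.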
S2 tox = cell viability loss in ATXN counter-screen. S2 cells (HEK-293 line with an ATXN2-luciferase reporter) viability, CellTiter-Fluor protease fluorescence, 24 h. 400,000 compounds, 0.49% hits. Potency, µM (highest dose often 56.7 µM), most hits filed as cytotoxic; also: potency is read from the fitted curve at half-maximal effect; nearly all actives have a fitted effect of over 40% in size
A549 tox = kills or reduces viability of A549 cells in Nrf2 counter-screen. A549 ARE-Fluc cells, CellTiter-Fluor viability, 18-24 h. Potency, µM (highest dose often 46 µM), for the others: top-dose activity change, negative = cytotoxicity, actives largely listed as inhibitors. 390,000 compounds, 0.16% hits. AID 504648; also: potency is read from the fitted curve at half-maximal effect; % is scaled to controls: 0 for no effect and ±100 for the full control effect
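Cytotoxicity counterscreen: CellTiter-Fluor fluorescence was measured in A549 ARE_Fluc cells after 18-24 h of compound exposure in a concentration series. The subsequent BugLite luminescent read reports ARE-luciferase activity.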
Nrf2 block = inhibitors of Nrf2 signaling | 360,000 compounds, 2.1% hits | Potency, µM (doses to about 46 µM), inactives show top-dose activity change, negative = inhibition, actives largely listed as inhibitors | A549 ARE-Fluc reporter, luciferase luminescence, 18-24 h; also: potency is read from the fitted curve at half-maximal effect; % is scaled to controls: 0 for no effect and ±100 for the full control effect; nearly all actives have a fitted effect of over 60% in size
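Concentration-response testing used A549 ARE_Fluc cells at 5000 cells/well. Following an 18-24 h compound incubation, viability was read by fluorescence (Ex 405/Em 525) and luciferase output by luminescence.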
Nrf2 ARE act = activators of Nrf2 (ARE) signaling | AREc32 ARE-luciferase reporter (MCF7-derived line), luminescence, 24 h | Potency, µM (highest dose often 46.1 µM), without a hit: top-dose activation, hits mostly activators | 410,000 compounds, 0.31% hits | AID 624171; also: potency is read from the fitted curve at half-maximal effect; % of control where 0% means no effect; nearly all actives have a fitted effect of over 65% in size
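Nrf2 activation is followed as ARE-luciferase induction in the AREc32 line after one day of compound treatment; luminescence is read with Steady-Glo.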
TGFb SMAD3 inh = blocks TGF-b signaling; HepG2 CAGA-GFP TGF-b/SMAD3 reporter, GFP fluorescence, 18 h; TGF-beta stimulated, 500 pg/mL final; Potency, µM (doses to about 46.1 µM), for inactives: at the top dose activity, negative = inhibition, hits mostly inhibitors; 410,000 compounds, 1.2% hits; AID 588855; also: potency is read from the fitted curve at half-maximal effect; % is scaled to controls: 0 for no effect and ±100 for the full control effect; nearly all actives have a fitted effect of over 65% in size
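Inhibition of TGF-beta-driven CAGA-GFP reporter expression in HEPG2 cells is measured by cellular GFP fluorescence after 18 h stimulation with 500 pg/mL recombinant TGF-beta in 1% FBS medium at 37 degrees C.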
IL1B secr inh = blocks inflammasome-driven IL-1 beta release. THP-1 LPS/ATP IL-1B secretion, AlphaLISA, 16 h; stronger effect = lower value. activity change, % at 57.5 µM. 360,000 compounds, 4.7% hits. AID 743279; in the data active = activity change below about -50%; inconclusive = mostly about -30% to -49%; also: % is scaled to controls: 0 for no effect and ±100 for the full control effect
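THP-1 cells pretreated 1 hr with compounds (up to 57.5 uM final), then stimulated with LPS (250 ng/mL final) plus ATP (1.25 mM final); secreted IL-1B measured by AlphaLISA after 16 hr, decreased signal indicating inhibition.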
MCF10A rerep = inducers of DNA re-replication in MCF 10A breast cells; 350,000 compounds, 2.9% hits; Potency, µM (series often up to 46.1 µM), for inactives: at the highest dose activity, positive = re-replication, actives largely listed as activators; MCF 10A DNA re-replication, Hoechst nuclear intensity, 48 h; also: potency is read from the fitted curve at half-maximal effect; % of control where 0% means no effect; nearly all actives have a fitted effect of over 50% in size
Starred values were filed as active, the others as inactive; [ ] = remark or other dose. Unless noted, calls follow the shape of the dose curve; as a rule, active = well fitted curve in the direction sought with a large enough effect; inconclusive = small, poorly fitted or top-dose-only effect, or another doubt; inactive = no such curve, though single readings can be large; an effect the other way counts as inactive or inconclusive.

How did COc1ccc(OC)c(NC(=O)CSc2nnnn2-c2ccccc2F)c1 do in these assays?
ATXN2 expr inh: 0%; HepG2 tox: -7%; S2 tox: inactive; A549 tox: -6%; Nrf2 block: inconclusive; Nrf2 ARE act: 0.6%; TGFb SMAD3 inh: 0%; IL1B secr inh: 10; MCF10A rerep: -8%

Results for Cc1ccc(NC(=O)CSc2nc(=O)n(Cc3ccncc3)c3c2CCC3)cc1Cl ?
ATXN2 expr inh: 9%; HepG2 tox: 6%; S2 tox: inactive; A549 tox: 2%; Nrf2 ARE act: 0.2%; TGFb SMAD3 inh: -8%

How did Cc1ccc(-n2nc3c(=O)n(C(C)C(=O)NCc4ccc(Cl)cc4)nc(C)c3c2C)cc1 (stereo unspecified) do in these assays?
ATXN2 expr inh: -38%; HepG2 tox: -20%; S2 tox: inactive; A549 tox: -19%; Nrf2 block: 10µM*; Nrf2 ARE act: 2.2%; TGFb SMAD3 inh: inconclusive; IL1B secr inh: 0; MCF10A rerep: 0%

Results for Cc1ccc(-c2nn(-c3ccccc3)cc2C(N)=O)o1 ?
ATXN2 expr inh: 19%; HepG2 tox: -19%; S2 tox: inactive; A549 tox: -5%; Nrf2 block: 5%; Nrf2 ARE act: 7.6%; TGFb SMAD3 inh: 0%; IL1B secr inh: 17; MCF10A rerep: 0%

Results for Cc1c(C(=O)N2CC3(CC(c4cccc(NC(=O)[C@H]5CCC(=O)N5)c4)=NO3)C[C@@H]2C(N)=O)cc([N+](=O)[O-])cc1[N+](=O)[O-] (stereo partly specified) ?
ATXN2 expr inh: 2%; HepG2 tox: 2%; S2 tox: inactive; A549 tox: 2%; Nrf2 block: 12%; Nrf2 ARE act: -0.8%; TGFb SMAD3 inh: 26%; IL1B secr inh: -9; MCF10A rerep: 0%

Results for N#CC1=C(N)Oc2cc(N)ccc2C1c1ccccc1Cl (stereo unspecified) ?
ATXN2 expr inh: -4%; HepG2 tox: -7%; A549 tox: 4%; Nrf2 block: inconclusive; Nrf2 ARE act: 3.5%; TGFb SMAD3 inh: -21%; IL1B secr inh: 46; MCF10A rerep: inconclusive

How did Cc1ccc(-c2nn(Cc3ccccc3)cc2C(=O)NCC2CCCO2)cc1 (stereo unspecified) do in these assays?
ATXN2 expr inh: 2%; HepG2 tox: 10%; S2 tox: inconclusive; A549 tox: 2%; Nrf2 block: -2%; Nrf2 ARE act: -0.1%; TGFb SMAD3 inh: 7%; IL1B secr inh: -4; MCF10A rerep: inconclusive

What do the screens show for `CCCCc1nnc2c(N(C)S(=O)(=O)c3ccccc3)nc3ccccc3n12`?
ATXN2 expr inh: 0%; HepG2 tox: -7%; S2 tox: inactive; A549 tox: 6%; Nrf2 block: 0%; Nrf2 ARE act: 0.2%; TGFb SMAD3 inh: 22%; IL1B secr inh: 21; MCF10A rerep: 2%

What do the screens show for `O=C(COC(=O)CCC(=O)c1cccs1)Nc1ncc(Cl)cc1Cl`?
ATXN2 expr inh: 5%; HepG2 tox: 9%; S2 tox: inactive; A549 tox: -2%; Nrf2 block: 10%; Nrf2 ARE act: -0.5%; TGFb SMAD3 inh: -1%; IL1B secr inh: 10; MCF10A rerep: -9%

What do the screens show for `CSc1ncc(CN2CCN(CC=C(C)C)C(CCO)C2)cn1` (stereo unspecified)?
ATXN2 expr inh: 1%; HepG2 tox: -16%; S2 tox: inactive; A549 tox: 0%; Nrf2 block: 19%; Nrf2 ARE act: -0.8%; TGFb SMAD3 inh: -22%; IL1B secr inh: 38; MCF10A rerep: -44%[inhibitor]

How did COc1ccc(C(c2nnnn2C(C)(C)C)N2CCN(c3nc4ccccc4s3)CC2)cc1 (stereo unspecified) do in these assays?
ATXN2 expr inh: -9%; HepG2 tox: -2%; S2 tox: inactive; A549 tox: 6%; Nrf2 ARE act: -0.1%; TGFb SMAD3 inh: -1%; IL1B secr inh: 14; MCF10A rerep: 1%

How did COc1ccc(CCNC(=O)c2cc3c(=O)n4cccc(C)c4nc3n(Cc3ccco3)c2=N)cc1OC do in these assays?
ATXN2 expr inh: -17%; HepG2 tox: -12%; S2 tox: inactive; A549 tox: -8%; Nrf2 block: -4%; Nrf2 ARE act: 3.5%; TGFb SMAD3 inh: -10%; IL1B secr inh: 10; MCF10A rerep: inconclusive

How did CCOC(=O)NN1C(=O)c2ccccc2NC1c1ccccc1O (stereo unspecified) do in these assays?
ATXN2 expr inh: -3%; HepG2 tox: -46%; S2 tox: inactive; A549 tox: 6%; Nrf2 block: 2%; Nrf2 ARE act: -0.5%; TGFb SMAD3 inh: 0%; IL1B secr inh: 7; MCF10A rerep: 6%

How did CC1=C(C(=O)N2CCOCC2)CC(CC(=O)NCCCN(C)C)C(=O)N1CCC1=CCCCC1 (stereo unspecified) do in these assays?
ATXN2 expr inh: -6%; HepG2 tox: 0%; S2 tox: inactive; Nrf2 ARE act: 0.5%; TGFb SMAD3 inh: -1%; IL1B secr inh: inconclusive

Results for COc1ccc(NC(=O)CSc2nnc(-c3ccccc3C)n2N)cc1 ?
ATXN2 expr inh: 0%; HepG2 tox: -3%; S2 tox: inactive; A549 tox: -1%; Nrf2 block: 1%; Nrf2 ARE act: -0.1%; TGFb SMAD3 inh: inconclusive; IL1B secr inh: -1; MCF10A rerep: -4%

Results for CC(=O)Nc1ccc(NC(=O)C(C)Sc2nc3ccccc3c(=O)n2Cc2ccco2)cc1 (stereo unspecified) ?
ATXN2 expr inh: 2%; HepG2 tox: -7%; S2 tox: inconclusive; A549 tox: -10%; Nrf2 block: 0%; Nrf2 ARE act: 2.3%; TGFb SMAD3 inh: 3%; IL1B secr inh: -9; MCF10A rerep: 11%

Results for COc1cc(CNc2ccc(O)cc2)cc(Br)c1OCc1ccccc1 ?
HepG2 tox: -69%; S2 tox: inactive; A549 tox: 3%; Nrf2 block: inconclusive; Nrf2 ARE act: 21%; TGFb SMAD3 inh: 22µM*; IL1B secr inh: -8; MCF10A rerep: 23µM*

How did CCn1c(=NC(=O)c2ccc(N3C(=O)CCC3=O)cc2)sc2c(OC)ccc(OC)c21 do in these assays?
ATXN2 expr inh: inconclusive; HepG2 tox: -37%; S2 tox: inactive; A549 tox: -20%; Nrf2 block: -29%; Nrf2 ARE act: -0.5%; TGFb SMAD3 inh: -1%; IL1B secr inh: -8; MCF10A rerep: inconclusive

Results for O=C1CC(N2CCN(c3ccc(F)cc3)CC2)C(=O)N1Cc1ccccc1 (stereo unspecified) ?
ATXN2 expr inh: 4%; HepG2 tox: 1%; S2 tox: inactive; A549 tox: 0%; Nrf2 block: 2%; Nrf2 ARE act: 0.8%; TGFb SMAD3 inh: 21%; IL1B secr inh: 27; MCF10A rerep: -2%

Results for CCOc1ccc(-c2nc(CN(Cc3ccccc3)C[C@@H]3CCC(=O)N3)c(C)o2)cc1 ?
ATXN2 expr inh: inconclusive; HepG2 tox: -30%; S2 tox: inactive; A549 tox: -1%; Nrf2 block: -15%; Nrf2 ARE act: 3.2%; TGFb SMAD3 inh: inconclusive; IL1B secr inh: -81*; MCF10A rerep: 8%

What do the screens show for `CC(C)(C)NC(=O)C(=O)NN=C1CCCCCCC1`?
ATXN2 expr inh: 35%; HepG2 tox: -8%; S2 tox: inactive; A549 tox: -1%; Nrf2 block: inconclusive; Nrf2 ARE act: 0.8%; TGFb SMAD3 inh: 8%; IL1B secr inh: 27; MCF10A rerep: 5%

What do the screens show for `Cc1ccc(S(=O)(=O)NN=C2CCC(C(C)(C)C)CC2)cc1[N+](=O)[O-]` (stereo unspecified)?
ATXN2 expr inh: 1%; HepG2 tox: -26%; S2 tox: inconclusive; A549 tox: 25%; Nrf2 block: -6%; Nrf2 ARE act: -0.1%; TGFb SMAD3 inh: 0%; IL1B secr inh: 0; MCF10A rerep: 8%

Results for CC(=O)Nc1cccc(NC(=O)C(F)(F)F)c1 ?
ATXN2 expr inh: -10%; HepG2 tox: 7%; S2 tox: inactive; A549 tox: 1%; Nrf2 block: -1%; Nrf2 ARE act: 0.4%; TGFb SMAD3 inh: 13%; IL1B secr inh: 20; MCF10A rerep: 0%

Results for COc1ccc2c(c1)c1nnc(SCC(=O)NC3CC3)nc1n2C ?
ATXN2 expr inh: -10%; HepG2 tox: -8%; S2 tox: inactive; A549 tox: 2%; Nrf2 block: -9%; Nrf2 ARE act: 6.1%; TGFb SMAD3 inh: -3%; IL1B secr inh: -14; MCF10A rerep: 11%

How did O=C(Nc1ccc(NC(=O)C2CC2)nc1)c1ccncc1 do in these assays?
ATXN2 expr inh: 2%; HepG2 tox: -4%; S2 tox: inactive; A549 tox: -11%; Nrf2 block: -11%; Nrf2 ARE act: -0.1%; TGFb SMAD3 inh: -3%; IL1B secr inh: -7; MCF10A rerep: -1%

Quoted at random: three records from the list
Results for N#CC1=C(N)Oc2cc(N)ccc2C1c1ccccc1Cl (stereo unspecified) ?
ATXN2 expr inh: -4%; HepG2 tox: -7%; A549 tox: 4%; Nrf2 block: inconclusive; Nrf2 ARE act: 3.5%; TGFb SMAD3 inh: -21%; IL1B secr inh: 46; MCF10A rerep: inconclusive

What do the screens show for `CCCCc1nnc2c(N(C)S(=O)(=O)c3ccccc3)nc3ccccc3n12`?
ATXN2 expr inh: 0%; HepG2 tox: -7%; S2 tox: inactive; A549 tox: 6%; Nrf2 block: 0%; Nrf2 ARE act: 0.2%; TGFb SMAD3 inh: 22%; IL1B secr inh: 21; MCF10A rerep: 2%

Results for COc1ccc(NC(=O)CSc2nnc(-c3ccccc3C)n2N)cc1 ?
ATXN2 expr inh: 0%; HepG2 tox: -3%; S2 tox: inactive; A549 tox: -1%; Nrf2 block: 1%; Nrf2 ARE act: -0.1%; TGFb SMAD3 inh: inconclusive; IL1B secr inh: -1; MCF10A rerep: -4%
